Screening data as filed in PubChem.
H37Rv inhibition = M. tuberculosis growth inhibition, HTS (AID 449762) | M. tuberculosis H37Rv growth inhibition, 7H9 media; higher % means a stronger effect | one-dose inhibition, % at 25 µM; IC50 in µM for titrated hits | actives 0.59% (n = 330,000); in the data active = a potency from the dose series; inconclusive = inhibition above about 70% without an active follow-up result;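 also: bacterial growth assessed after seven days of incubation; strong numbers were not always called active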
influenza NS1A = H1N1 influenza NS1A inhibitors, functional cell based assay (AID 504329). actives 0.3% (n = 340,000). inhibition, % at 12.5 µM; hits with a dose series show IC50 in µM. NS1A functional cell-based assay, percent inhibition; higher % means a stronger effect; in the data active = a potency from the dose series; inconclusive = inhibition above about 27% without an active follow-up result; also: strong numbers were not always called active
M. tuberculosis = growth inhibition of non-replicating M. tuberculosis (AID 488890); actives 0.39% (n = 320,000); inhibition, % at 25 µM, or IC50 in µM where a hit was titrated; Mycobacterium tuberculosis non-replicating, growth inhibition; higher % means a stronger effect; in the data active = a potency from the dose series; inconclusive = inhibition mostly from about 82% at the one dose, without a potency; inactive = the rest, 99 in 100 with inhibition below about 76%;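 also: plate controls were DMSO cells for no effect and high antibiotic wells for full effect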
VEEV TC-83 Vero = inhibitors of VEEV TC-83 cytopathic effect, confirmation, Vero cells (AID 588727); Vero cells, VEEV TC-83 cytopathic effect inhibition; higher % means a stronger effect; one-dose inhibition, % at 20 µM; IC50 in µM for titrated hits; actives 0.13% (n = 350,000); in the data active = a potency from the dose series; inconclusive = inhibition mostly from about 14% at the one dose, without a potency; inactive = the rest, 99 in 100 with inhibition below about 12%; also: strong numbers were not always called active
Salmonella PhoP GFP = PhoP regulon inhibitors, Salmonella typhi PhoP promoter GFP reporter, confirmatory (AID 1850) | Salmonella Typhi PhoP-promoter GFP reporter, fluorescence, 4 h; higher % means a stronger effect | actives 0.33% (n = 310,000) | one-dose inhibition, % at 50 µM; IC50 in µM for titrated hits; in the data active = a potency from the dose series; inconclusive = inhibition mostly from about 25% at the one dose, without a potency; inactive = the rest, 99 in 100 with inhibition below about 19%;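 also: 0% = induced wells with vehicle and 100% = uninduced wells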
VEEV TC-83 Vero 10K pilot screen = further read-out of VEEV TC-83 Vero, marked with its call; inhibition, %; measured here: 10K pilot screen inhibition
* marks the source's active call; other numbers are inactive results; i = inactive; ? = inconclusive; . = no result given.

SMILES | H37Rv inhibition | influenza NS1A | M. tuberculosis | VEEV TC-83 Vero | Salmonella PhoP GFP | others
O=C(COc1ccc2c(-c3ccccc3)cc(=O)oc2c1)Nc1ccc(CN2CCOCC2)cc1 | 8% | 3% | 4% | 1.2% | -3%
N#CCCn1cc(C(N)=O)c(-c2ccc3ccccc3c2)n1 | 3% | -6% | -9% | 0.1% | -5%
COc1ccc2[nH]c3c(c2c1)CCN1C(=O)C(CC(=O)NCCc2ccccn2)C[C@H](C(=O)N2CCCCC2)[C@@]31CCc1ccccc1 (stereo partly specified) | . | 7% | . | i | .
CCOC(=O)N1CCN(C(=O)c2ccccc2NC(=O)c2ccc(Br)cc2)CC1 | 1% | -13% | 52% | 0.8% | -4% | VEEV TC-83 Vero 10K pilot screen=1.3
CCCc1ccc2oc(C(=O)NCCc3cnn(C)c3)c(C)c2c1 | 14% | 14% | 19% | 1.9% | -6%
Cc1ccc(-c2cc(C(F)(F)F)nc(SCC(=O)c3cccc([N+](=O)[O-])c3)n2)cc1 | -5% | 4% | -5% | 2.5% | -9%
Cc1cnc(C(=O)NCCc2ccc(Cl)cc2)cn1 | 6% | 7% | 72% | 4.5% | -5%
COc1ccc(Nc2cc(C(=O)N3CCc4ccccc4C3)c3ccccc3n2)c(OC)c1 | ? | 10% | 55% | 7.3% | -4% | VEEV TC-83 Vero 10K pilot screen=2.8
CN(C)S(=O)(=O)c1cc(NC(=O)CN2CCNC(=O)C2)ccc1Cl | 0% | -2% | 7% | 0.5% | 0%
COc1ccc(NC(=O)CCCNC(=O)Cn2cnc3sc(C)c(C)c3c2=O)c(OC)c1 | 8% | 5% | -20% | i | 8%
CC(=O)Nc1ccc(S(=O)(=O)N2CCN(C(=O)c3ccco3)CC2)cc1 | -8% | -4% | -6% | i | -3%
O=C(COC(=O)c1cc(S(=O)(=O)Nc2ccccc2Cl)ccc1O)Nc1ccc(F)c(F)c1F | -4% | 0% | 4% | 0.1% | .
O=C(Nc1cccc2ccccc12)c1ccccc1Cl | 51% | 2% | 3% | i | -10%
COc1ccc(Br)cc1S(=O)(=O)n1ccnc1 | 4% | 2% | -14% | 0.6% | -2% | VEEV TC-83 Vero 10K pilot screen=0.2
Clc1cccc(OCCCCN2CCCCC2)c1 | 1% | -4% | 7% | i | 4%
c1ccc(CNc2c(-c3cccc(SC4CCCCC4)c3)nc3ccccn23)cc1 | 0% | 5% | 15% | 2.7% | .
CCOC(=O)Cn1cnc2scc(-c3ccc(C)cc3)c2c1=O | 1% | 0% | 68% | 2.6% | -8%
O=C(COC(=O)c1cc(S(=O)(=O)N2CCOCC2)ccc1Cl)NCc1ccco1 | 0% | -13% | -3% | 1.2% | -1%
COc1ccc2c(c1)-c1nc(NC(=O)c3cccs3)sc1CC2 | 66% | 4% | 21% | 6.1% | -5%
Cc1ccc2c(c1)N(CC(=O)Nc1ccc3c(c1)OCCO3)C(=O)CO2 | 1% | 7% | 12% | 2.7% | -9%

Pulled one by one from the entries so far (7):
SMILES | H37Rv inhibition | influenza NS1A | M. tuberculosis | VEEV TC-83 Vero | Salmonella PhoP GFP | others
O=C(COC(=O)c1cc(S(=O)(=O)Nc2ccccc2Cl)ccc1O)Nc1ccc(F)c(F)c1F | -4% | 0% | 4% | 0.1% | .
O=C(COC(=O)c1cc(S(=O)(=O)N2CCOCC2)ccc1Cl)NCc1ccco1 | 0% | -13% | -3% | 1.2% | -1%
COc1ccc(Br)cc1S(=O)(=O)n1ccnc1 | 4% | 2% | -14% | 0.6% | -2% | VEEV TC-83 Vero 10K pilot screen=0.2
c1ccc(CNc2c(-c3cccc(SC4CCCCC4)c3)nc3ccccn23)cc1 | 0% | 5% | 15% | 2.7% | .
N#CCCn1cc(C(N)=O)c(-c2ccc3ccccc3c2)n1 | 3% | -6% | -9% | 0.1% | -5%
COc1ccc2[nH]c3c(c2c1)CCN1C(=O)C(CC(=O)NCCc2ccccn2)C[C@H](C(=O)N2CCCCC2)[C@@]31CCc1ccccc1 (stereo partly specified) | . | 7% | . | i | .
Cc1cnc(C(=O)NCCc2ccc(Cl)cc2)cn1 | 6% | 7% | 72% | 4.5% | -5%

(continued)
SMILES | H37Rv inhibition | influenza NS1A | M. tuberculosis | VEEV TC-83 Vero | Salmonella PhoP GFP | others
CCS(=O)(=O)c1ccc(O)c(NC(=O)/C=C/c2ccccc2)c1 | -11% | -9% | -3% | 1.3% | -7%
O=C(NCCc1ccccc1)N1c2ccccc2Sc2ccccc21 | -8% | -2% | 22% | 1.0% | 11%
COc1ccc(Cl)cc1NC(=O)CCNC(=O)OCc1ccccc1 | -1% | -3% | -4% | 1.0% | 0%
CCOC(=O)C(NC(=O)NCc1ccc(F)cc1)(OCC)C(F)(F)F (stereo unspecified) | -3% | 11% | 5% | 0.1% | 4%
NNC(=O)CNC(c1ccccc1)c1cc(Br)ccc1NC(=O)c1ccccc1Br (stereo unspecified) | -11% | 4% | 40% | 7.3% | -3%
Cc1ccc(-c2cc(C(F)F)nc(NCC3CCCO3)n2)cc1 (stereo unspecified) | 13% | -1% | 31% | 5.1% | -7%
COc1ccc2nc(-c3ccc(N)cc3)[nH]c2c1 | 4% | 5% | 9% | i | -8%
OCC[C@H]1C[C@H](O)[C@@H](O)[C@@]2(Cc3ccccc3O2)O1 | -10% | -1% | -10% | 0.2% | 8%
CCN1C(=O)C(CC(=O)Nc2ccccc2Cl)N(NC(=O)c2cccc(F)c2)C1=S (stereo unspecified) | 7% | -2% | -2% | 6.1% | -12%
O=C(Nc1ccccc1NC(=O)c1c(F)c(F)c(F)c(F)c1F)c1c(F)c(F)c(F)c(F)c1F | -1% | 6% | -10% | 6.1% | -8%
Cc1ccc(Nc2ncnc(Cl)c2N)cc1 | . | -9% | . | 2.1% | .
O=C(NCCS(=O)(=O)N1CCN(c2ccccc2F)CC1)c1c(F)cccc1F | -4% | 12% | 8% | 1.5% | -6%
Cc1ccccc1Nc1ncnc2c1cnn2C | -5% | -4% | 2% | 0.5% | -2%
CCOc1cc(C(=O)NC(C)Cc2cccs2)cc(OCC)c1OCC (stereo unspecified) | 5% | 7% | 7% | 0.1% | -4%
COc1ccc(Cl)cc1S(=O)(=O)N1CCN(C(=O)c2n[nH]c(=O)c3ccccc23)CC1 | 2% | 6% | 11% | 34% | .
O=C(NCCc1ccc(F)cc1)c1ccncc1 | -6% | -9% | -10% | i | -6%
O=C(COc1ccccc1)N1CCN(C(=O)c2ccco2)CC1 | -13% | -1% | 2% | 0.7% | 17%
Cc1ccc(S(=O)(=O)NCCC(c2ccccc2)c2ccccc2)cc1C(=O)O | -3% | -3% | -8% | 0.1% | 4%
Cc1[nH]n(C(N)=S)c(=O)c1N=Nc1ccc([N+](=O)[O-])cc1Cl | -6% | 7% | ? | 1.1% | 24%
COc1ccccc1/C=C/C(=O)OCCN1C(=O)c2ccccc2C1=O | 2% | 20% | . | 0.5% | 11%

As a working copy, some entries already given.
SMILES | H37Rv inhibition | influenza NS1A | M. tuberculosis | VEEV TC-83 Vero | Salmonella PhoP GFP | others
Cc1ccc(Nc2ncnc(Cl)c2N)cc1 | . | -9% | . | 2.1% | .
O=C(NCCS(=O)(=O)N1CCN(c2ccccc2F)CC1)c1c(F)cccc1F | -4% | 12% | 8% | 1.5% | -6%
Cc1ccccc1Nc1ncnc2c1cnn2C | -5% | -4% | 2% | 0.5% | -2%

The listing picks up with the 2 entries that preceded the break.
SMILES | H37Rv inhibition | influenza NS1A | M. tuberculosis | VEEV TC-83 Vero | Salmonella PhoP GFP | others
Cc1[nH]n(C(N)=S)c(=O)c1N=Nc1ccc([N+](=O)[O-])cc1Cl | -6% | 7% | ? | 1.1% | 24%
COc1ccccc1/C=C/C(=O)OCCN1C(=O)c2ccccc2C1=O | 2% | 20% | . | 0.5% | 11%
c1ccc(-c2cnc(CSc3ncnc4sccc34)o2)cc1 | -13% | 2% | 69% | 3.8% | -2%
CC(CCc1ccccc1)NC(=O)c1cnc(Cl)c(Cl)c1 (stereo unspecified) | -13% | -8% | 56% | i | -12%
Cc1c(C)c2ccc(OCC(=O)NCCc3c[nH]c4ccccc34)c(C)c2oc1=O | -1% | 6% | 0% | 3.7% | -9%
Cc1ccc(CNc2cc(C(=O)O)ccc2Cl)s1 | 4% | 4% | 49% | 1.2% | -3%
N#CC1C(=N)Cc2ccccc2-c2ccccc21 (stereo unspecified) | . | 5% | . | 6.3% | .
O=C(CN1CCN(Cc2ccccc2F)CC1)Nc1ccccc1Cl | 8% | -22% | -2% | 2.2% | 7%
CCOC(=O)/C(C#N)=C(/C)c1ccc(OC)cc1 | -3% | 15% | -3% | 0.1% | 2%
O=[N+]([O-])c1ccc(C(=S)N2CCCC2)cc1 | 4% | -16% | -4% | i | -2%
CC(C)(C)OC(=O)C[C@@H]1C/C=C\C[C@@H](CC(=O)N(CCO)Cc2ccccc2)C(=O)N[C@H](C(C)(C)C)COC1=O | 9% | -4% | 43% | 2.4% | .
N#CCc1ccccc1C(=O)OCC(=O)N(Cc1ccccc1)Cc1ccccc1 | 7% | -2% | 18% | 9.7% | .
CC12CCC(C(=O)NCc3ccc(F)cc3)(OC1=O)C2(C)C (stereo unspecified) | -9% | 4% | 12% | 0.6% | 4%
COc1ccc(CN2C(=O)C(C)Nc3ncnc(N4CCN(c5ccccn5)CC4)c32)cc1 (stereo unspecified) | 1% | 2% | 49% | 0.4% | .
COc1ccc(-c2nnc(SCC(=O)Nc3ccccc3OC)o2)cc1 | ? | 26% | ? | 1.1% | 14%
Cn1cc(S(=O)(=O)c2ccccc2)n(C)c1=O | 4% | -10% | 4% | i | 5%
CN1CCN(C(=O)c2ccccc2NS(=O)(=O)c2ccc(F)cc2)CC1 | -4% | -2% | -15% | 3.3% | .
CC1=C(C(N)=O)C(c2sccc2C)n2nnnc2N1 (stereo unspecified) | -3% | 6% | -4% | 0.7% | 10%
CC(C)CNC(=O)C1CCN(c2ccc(S(=O)(=O)N3CCOCC3)cc2)CC1 | -14% | -3% | -7% | i | -4%
CC(C)[C@H](NS(=O)(=O)c1ccc(Cl)cc1)C(=O)OCC(=O)NCCN1C(=O)CSC1=O | -7% | 19% | 8% | 5.5% | -1%
CCOC(=O)C1=C(C)N(C)C(=O)NC1c1cc2c(cc1Br)OCO2 (stereo unspecified) | -1% | -1% | 17% | 2.5% | 13%
COc1cc(C2C(C#N)=C(N)Oc3cc(O)ccc32)cc(OC)c1OC (stereo unspecified) | 0% | 4% | -12% | 7.4% | -3%
Cc1ccccc1CC1(CO)CCCN(Cc2ccn[nH]2)C1 (stereo unspecified) | 1% | -5% | -1% | i | 1%
COc1ccc2c(C)c(CC(=O)N3CCN(C(=O)C4COc5ccccc5O4)CC3)c(=O)oc2c1C (stereo unspecified) | 2% | 4% | 7% | 2.2% | 7%
Cc1cccc(Cc2cnc(N3C(=N)SC(c4ccccc4)C3=O)s2)c1 (stereo unspecified) | ? | -3% | 24% | 1.2% | -8%
O=C(OC(C(=O)O)C(OC(=O)c1ccccc1)C(=O)NCc1ccccc1)c1ccccc1 (stereo unspecified) | -9% | 1% | -10% | 4.3% | 5%
Cc1cc(NC(=O)CSc2nnnn2C)n(-c2ccccc2)n1 | 5% | -9% | -11% | 1.0% | 13%
CCn1c(Cc2ccccc2)nnc1SCC(=O)Nc1nc(C)cs1 | -1% | -14% | 24% | 6.9% | 0%
Cc1nc(NC(=O)c2ccccc2)sc1-c1csc(Nc2cccc(Cl)c2)n1 | 7% | . | 9% | . | -10%
COc1cc(C(=O)NC2CCCCCCC2)cc(OC)c1OC | -1% | 7% | -9% | 1.1% | 7%
CCOc1cc(C)nc(Oc2ccc(=O)[nH]n2)n1 | -7% | -1% | -4% | 1.2% | 1%
CCOC(=O)c1sc(NC(=O)CSc2nnc(-c3ccco3)n2CC)c(C(=O)OCC)c1C | -2% | 3% | 27% | 6.6% | -6%
Cc1ccc(-c2nnc(CN3CCN(C)CC3)o2)cc1 | -6% | -3% | -2% | i | 3%
N#C/C(=N\Nc1ccccc1)C(=N)N1CCCCC1 | 7% | 1% | 8% | 1.5% | -20%
CCCCC(=O)NC(=S)Nc1cc(C(=O)O)ccc1Cl | -6% | 4% | 4% | 1.4% | -5%
